Screens deposited in PubChem by National Center for Advancing Translational Sciences (NCATS).
Shiga inhibitor – A qHTS for Small Molecule Inhibitors of Shiga Toxin. Vero cells, Shiga toxin protein synthesis inhibition reporter. inhibition, % at 38.7 µM. actives 9.2% (n = 290,000); in the data active = inhibition mostly above about 28%, no sharp cut-off; inactive = mostly below about 43%; also: 0% is about no effect
Pf growth 48h – Primary qHTS for delayed death inhibitors of the malarial parasite plastid, 48 hour incubation | actives 5.9% (n = 310,000) | Potency, µM (series often up to 28.7 µM), without a hit: top-dose activity change, negative = inhibition, actives largely listed as inhibitors | P. falciparum luciferase growth in erythrocytes, 48 h; also: potency is read from the fitted curve at half-maximal effect; % is scaled to controls: 0 for no effect and ±100 for the full control effect
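Luminescence readout; reporter = integrated firefly luciferase in P. falciparum. RBC culture at 2% hematocrit, 0.1% parasitemia final, 37 C/5% CO2; decreased signal taken as growth inhibition.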
CHX counter – Cycloheximide Counterscreen for Small Molecule Inhibitors of Shiga Toxin; cell reporter, cycloheximide protein synthesis inhibition counterscreen; max response, %; actives 12% (n = 300,000); AID 2314, 2010; in the data active = max response mostly above about 13%, no sharp cut-off; inactive = mostly below about 14%; also: read at 38.3 µM for the half of the compounds with a filed dose; 0% is about no effect
Pf growth 96h – Primary qHTS for delayed death inhibitors of the malarial parasite plastid, 96 hour incubation; P. falciparum luciferase reporter growth, 96 h; Potency, µM (highest dose often 28.7 µM), inactives show at the highest dose activity change, negative = inhibition, usual class: inhibitors; actives 6.9% (n = 320,000); AID 504834, 2011; also: potency is read from the fitted curve at half-maximal effect; % is scaled to controls: 0 for no effect and ±100 for the full control effect
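96 h incubation, 37 C, 5% CO2, of luciferase-reporter P. falciparum-infected RBCs (2% hematocrit, 0.05% parasitemia final) with test compounds; endpoint luminescence.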
TbPYK inhibitor – qHTS of Trypanosoma Brucei Inhibitors; actives 0.12% (n = 410,000); TbPYK enzyme, Kinase-Glo Plus ATP luminescence, 45 min; pyruvate kinase (Trypanosoma brucei), Q57TT1; Potency, µM (highest dose often 76.8 µM), without a hit: at the highest dose activity, negative = inhibition, hits mostly inhibitors; also: potency is read from the fitted curve at half-maximal effect; % is scaled to controls: 0 for no effect and ±100 for the full control effect; nearly all actives have a fitted effect of over 50% in size
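TbPYK + substrate in 50 mM TEA pH 7.2, 100 mM KCl, 10 mM MgCl2, 0.05% BSA, 0.01% Tween-20; cpd pinned; ADP 130 uM final; 45 min RT; Kinase-Glo Plus 10 min; luminescence endpoint.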
LmPK inh – qHTS Assay for Inhibitors of Leishmania Mexicana Pyruvate Kinase (LmPK) | purified LmPK, Kinase-Glo ATP luminescence, 1 h | Potency, µM (doses to about 57.5 µM), for the others: top-dose activity change, negative = inhibition, actives largely listed as inhibitors | actives 0.37% (n = 290,000); also: potency is read from the fitted curve at half-maximal effect; % is scaled to controls: 0 for no effect and ±100 for the full control effect
Target sequence (Q27686 whole entry, looked up): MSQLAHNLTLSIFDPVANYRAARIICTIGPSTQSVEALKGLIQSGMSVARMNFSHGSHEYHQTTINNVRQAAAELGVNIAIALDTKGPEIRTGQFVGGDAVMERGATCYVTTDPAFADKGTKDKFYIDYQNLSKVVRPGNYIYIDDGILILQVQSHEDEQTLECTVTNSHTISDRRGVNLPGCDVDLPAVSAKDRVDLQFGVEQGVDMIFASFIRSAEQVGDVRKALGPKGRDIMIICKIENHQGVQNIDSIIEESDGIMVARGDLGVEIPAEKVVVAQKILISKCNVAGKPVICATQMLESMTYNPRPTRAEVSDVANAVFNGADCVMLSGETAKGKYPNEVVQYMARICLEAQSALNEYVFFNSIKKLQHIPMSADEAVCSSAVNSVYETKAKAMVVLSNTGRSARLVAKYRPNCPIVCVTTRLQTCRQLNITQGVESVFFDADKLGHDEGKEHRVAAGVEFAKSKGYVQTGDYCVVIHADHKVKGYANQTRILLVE
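ATP generated from ADP (0.1 mM) and PEP (0.5 mM) by 0.1 nM LmPK over 1 h at room temperature (pH 7.2 imidazole buffer) was detected by coupled luciferase luminescence. Values were normalized to uninhibited and no-enzyme wells.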
AMA1-RON2 inh – qHTS for Inhibitors of AMA1-RON; Towards Development of Antimalarial Drug Lead: Primary Screen. Plasmodium falciparum AMA1 (3D7) - RON2 peptide interaction. AlphaScreen AMA1-biotinylated RON2 peptide binding. Potency, µM (highest dose often 58.2 µM), for the others: at the top dose activity change, negative = inhibition, most hits filed as inhibitors. actives 0.2% (n = 360,000). AID 720542, 2013;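 also: potency is read from the fitted curve at half-maximal effect; 0% = vehicle wells and -100% = peptide control; nearly all actives have a fitted effect of over 45% in size; some results filed as inactive show a strong effect at the top dose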
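AMA1 (3D7) with his tag at 25 nM final met compounds first, then biotinylated RON2 peptide at 25 nM; detection used donor plus acceptor beads, 10 µg/mL apiece, read by AlphaScreen after 30 min at room temperature.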
Active calls of the source: *; ? = inconclusive; / = not tested or not shown; & = joins results of further samples; [ ] = another dose, or the depositor's remark. Unless noted, calls follow the shape of the dose curve; as a rule, active = well fitted curve in the direction sought with a large enough effect; inconclusive = small, poorly fitted or top-dose-only effect, or another doubt; inactive = no such curve, though single readings can be large; an effect the other way counts as inactive or inconclusive. Outcome played no part in choosing rows; overall some 21% were active at least once.

SMILES | Shiga inhibitor | Pf growth 48h | CHX counter | Pf growth 96h | TbPYK inhibitor | LmPK inh | AMA1-RON2 inh
COc1ccc(Nc2oc(COc3ccccc3OC)nc2C#N)cc1 | 24.8 | -16.9% | 13.7 | ? | -2.7% | -1.6% | -25.8%
Cc1ccc(-c2csc(N3CCN(c4cc5c(cc4Cl)nc(C(C)N)n5CCCO)CC3)n2)cc1 (centres undefined) | -4.8 | -4.2% | 0.5 | ? | -4.2% | 2.4% | 80.7%[activator]
CCCNC(=O)N[C@@H](Cc1ccccc1)C(=O)OC | -14.3 | / | 0.4 | ? | -2.6% | -0.2% | 4.1%
COc1cc(OC)cc(N(C(=O)CNC(=O)c2ccco2)C(C(=O)NCC2CCCO2)c2ccccc2)c1 (centres undefined) | -3.7 | 0.0% | 0.6 | 8.6% | 0.3% | 6.2% | 2.4%
OCC[C@@H]1C[C@@H](O)[C@H](O)[C@@]2(CCc3ccccc3O2)O1 | -0.7 | 59.2%[activator] | -4.5 | 53.6%[activator] | -6.7% | -6.4% | 9.9%
COc1ccc(CCN2CC(C(=O)N3CCC(OC)CC3)CCC2=O)cc1 (centres undefined) | -8.8 | 26.3% | -2.6 | 11.9% | 5.9% | 4.5% | -2.8%
Cc1ccc(C(=O)NCCNS(=O)(=O)c2ccccc2)cc1 | 1.8 | 11.9% | -5.0 | -17.0% | -1.4% | 1.2% | 4.4%
C/C(=N\NC(=O)c1c(Br)c(C)nn1C)c1cccc(NC(=O)c2ccccc2C)c1 | 60.4 | 27.5% | -3.1 | 10.3% | 8.9% | 0.2% | 22.5%
CSc1n[nH]c(=S)n1N | 25.4 | 30.3%[activator] | 16.2 | -1.8% | ? | 3.2% | 33.1%[activator]
NC(=O)c1cccnc1Nc1ccccc1Cl | 56.3* | 55.7%[activator] | 29.7* | 51.0%[activator] | -3.2% | 2.6% | -9.0%
CC(C)(C)OC(=O)N1CCCC1C(=O)N1CCCC1C(=O)N1CCCC1C(=O)O (centres undefined) | -15.0 | 8.0% | -2.8 | 30.8%[activator] | -7.2% | -3.2% | -10.7%
COCc1cc(C)nc(N/N=C/c2ccc(-c3ccc(Cl)cc3[N+](=O)[O-])o2)c1C#N | -10.9 | -14.2% | 0.5 | 36.6%[activator] | -0.4% | 4.9% | -21.3%
Cc1ccc(C2C(C#N)=C(N)Oc3c2c(=O)n(C)c(=O)n3C)cc1 (centres undefined) | -11.5 | 7.9% | 1.3 | 74.7%[activator] | -10.0% | -2.3% | 8.2%
COCCn1c(CNc2ccc(F)cc2)nnc1SCC(=O)Nc1ccc(OC)cc1OC | 3.0 | -25.4% | -3.4 | / | -2.2% | -0.9% | -15.6%
CC(C)c1ccc(C2NC(=O)NC3=C2CCc2ccccc23)cc1 (centres undefined) | 77.1 | / | 17.5 | ? | 2.3% | -2.4% | 12.5%
O=C(NCCc1ccccc1)c1ccc(=O)[nH]c1 | 56.5* | 23.5% | 26.4 | 32.0%[activator] | -11.6% | -1.8% | -16.6%
O=C(CCCn1c(=O)[nH]c2ccsc2c1=O)Nc1ccc(F)cc1 | -10.7 | 16.1% | -1.4 | 4.8% | -1.4% | 2.7% | 7.3%
CN(CC(=O)Nc1ccc(N2CCOCC2)cc1)C(=O)COc1ccccc1F | 7.7 | -0.4% | 4.3 | 112.1%[activator] | -3.0% | -6.7% | -6.8%
O=C(Nc1ccc(Cl)cc1)N1CCCN(c2ccc(C(F)(F)F)cc2[N+](=O)[O-])CC1 | -0.7 | ? | -1.1 | ? | 1.9% | 6.8% | -10.0%
O=C(/C=C/NNC(=O)c1cccc(Br)c1)c1ccccc1 | 44.8 | / | 22.3 | 46.3%[activator] | 0.8% | 1.4% | -1.4%

Among those listed so far, two have bromine:
SMILES | Shiga inhibitor | Pf growth 48h | CHX counter | Pf growth 96h | TbPYK inhibitor | LmPK inh | AMA1-RON2 inh
C/C(=N\NC(=O)c1c(Br)c(C)nn1C)c1cccc(NC(=O)c2ccccc2C)c1 | 60.4 | 27.5% | -3.1 | 10.3% | 8.9% | 0.2% | 22.5%
O=C(/C=C/NNC(=O)c1cccc(Br)c1)c1ccccc1 | 44.8 | / | 22.3 | 46.3%[activator] | 0.8% | 1.4% | -1.4%

More entries
SMILES | Shiga inhibitor | Pf growth 48h | CHX counter | Pf growth 96h | TbPYK inhibitor | LmPK inh | AMA1-RON2 inh
CCn1cc(C(=O)Nc2ncccc2O)c(=O)c2cc(F)c(N3CCN(C(=O)c4ccco4)CC3)cc21 | 22.3 | ? | 5.5 | 4.65µM* | 2.5% | -2.5% | 23.9%
COc1ccc(NC(=S)NNC(=O)COc2ccc(Cl)cc2Cl)cc1 | -6.8 | 12.0% | 0.1 | 52.4%[activator] | -22.1% | -0.3% | 21.2%
O=C1Nc2ccccc2/C1=N\N=C\C1=C(N2CCOCC2)C(=C\c2ccccc2)/CC1 | -7.3 | ? | -1.9 | 2.94µM* | / | ? | /
O=C(NCc1ccco1)c1cnn2c(C(F)(F)F)cc(-c3ccccc3)nc12 | 9.2 | 13.1µM* | 0.8 | -10.3% | -4.1% | 7.2% | -3.6%
Cc1ccccc1CSCCNC(=O)Nc1ccccc1 | 23.6 | ? | 15.1* | -8.0% | -11.8% | 1.0% | -4.2%
CC(NC(=O)c1ccco1)C(c1cccs1)N1CCN(c2ccccc2)CC1 (centres undefined) | -5.5 | 11.7µM* | -1.5 | 13.1µM* | -5.3% | 1.2% | -5.9%
CC(=O)c1ccc(N2CCN(C(=O)c3ccc(Cl)c(NC4=NC5CS(=O)(=O)CC5S4)c3)CC2)cc1 (centres undefined) | 16.3 | ? | 10.3 | ? | -4.8% | -0.4% | -11.8%
CN(CC(=O)NCc1ccccc1)Cc1ccc(Cl)cc1 | -5.8 | -13.0% | 1.8 | 6.3% | 1.8% | -1.4% | 4.8%
Cn1c(=NC(=O)C2=NNC(=O)CC2)sc2ccccc21 | 44.5* | 58.0%[activator] | 27.7* | 46.9%[activator] | -0.4% | -0.5% | -9.4%
O=C(O)c1ccc(-c2nc(-c3ccccc3)c(-c3cccs3)[nH]2)cc1 | -11.4 | ? | -0.7 | 55.9%[activator] | -10.5% | -3.8% | -11.2%
Clc1ccc(-c2noc(CN3CCN(c4ccccc4)CC3)n2)cc1 | 1.9 | 3.0% | -2.2 | -3.1% | -1.9% | 1.2% | -2.1%
O=C(Nc1ccc2c3c(cccc13)CC2)c1ccc(Br)o1 | 7.3 | / | 23.2 | -5.5% | -6.9% | 13.6% | 2.5%
CN(C)S(=O)(=O)c1ccc2c(c1)Cc1cc(S(=O)(=O)N(C)C)ccc1-2 | -4.3 | 11.2% | 6.9 | 22.4% | -3.2% | -12.2% | 2.1%
O=c1cc(Cc2nnc(SCc3ccccc3)n2-c2ccc(Cl)cc2)[nH]c(=O)[nH]1 | 12.4 | -6.8% | 1.7 | -6.7% | -15.8% | 0.1%[11.5 µM] | 0.0%
O=C(COC(=O)c1ccccc1C(=O)N1CCN(c2ccccc2)CC1)Nc1ccc(F)cc1 | -8.7 | -9.3% | 7.1 | / | -18.3% | 0.2% | -16.3%
COc1ccccc1-c1nnc2sc(C3CCCCC3)nn12 | 49.3 | 10.4µM* | -3.5 | 20.5% | 3.5% | 4.6% | 0.0%
CCOc1ccc(NC(=O)CCc2c(C)noc2C)cc1OC | / | 24.9% | / | 38.9%[activator] | -2.9% | / | -3.9%
CCOc1ccc(NC(=O)C(NC(=O)C2CCC(C)CC2)C(C)C)cc1 (centres undefined) | -15.8 | 7.3% | -2.3 | -12.4% | 1.0%&0.7% | -5.6% | 0.0%
O=C(NCc1ccccc1)C1=C[C@H](c2csc3ccccc23)C[C@H](OCc2ccc(CO)cc2)O1 | -0.9 | 9.28µM* | -4.4 | 13.1µM* | -0.7% | 3.8% | -0.8%
CCOc1ccccc1Nc1nnc(SC(C)C(=O)Nc2nc(-c3ccccc3)cs2)s1 (centres undefined) | -1.3 | ? | 2.0 | ? | 3.0% | -0.7% | -6.6%
CCOC(=O)N1CCC(NC(=O)c2cnn3c(C(F)(F)F)cc(-c4cccc(OC)c4)nc23)CC1 | -10.1 | -11.7% | -1.9 | -6.6% | 2.6% | 1.0% | 35.5%[activator]
CCN(CC)S(=O)(=O)c1ccc(N2CCOCC2)c(NC(=O)c2ccc3c(c2)OCCO3)c1 | / | ? | / | ? | 2.3% | / | -5.0%
O=C(O)C1CCC(N2C(=O)C3C4CCC(C4)C3C2=O)CC1 (centres undefined) | -2.5 | 130.5%[activator] | 2.9 | ? | 0.6% | 2.5% | 3.3%
CCOC(=O)C1CCN(C(=O)C2(NC(=O)Nc3ccccc3C)CCCCC2)CC1 | -9.4 | -4.4% | -0.9 | 8.3% | 7.1% | 5.9% | -10.6%
COc1ccc(CC(CC(=O)O)C(=O)NCc2ccccc2)cc1 (centres undefined) | 24.1 | 10.4% | -2.4 | 17.1% | -0.7% | 1.3% | 6.2%
CCOc1ccc(C(C)=O)cc1COC(=O)CNC(=O)c1cccs1 | / | ? | / | -25.3% | 1.1% | / | -11.9%
O=C(c1ccc2c(=O)n(Cc3ccc4c(c3)OCO4)c(=S)[nH]c2c1)N1CCC2(CC1)OCCO2 | -27.4 | ? | -2.4 | / | -19.5% | 3.1% | 14.5%
c1coc(CNc2nc(-c3cccs3)cs2)c1 | 89.7* | ? | 33.2* | 4.2% | -7.3% | -0.6% | -9.9%
Cn1c2ccccc2c2cc(/C=C(\NC(=O)c3ccccc3)C(=O)O)ccc21 | -3.7 | 9.2% | 0.9 | 38.1%[activator] | 2.6% | -3.9% | -8.4%
COCCn1c(C)cc(C(=O)COC(=O)c2ccc([N+](=O)[O-])o2)c1C | 122.7* | 34.1%[activator] | 45.9* | 2.0% | 2.2% | -1.3% | -21.2%
O=C(CCn1c(=S)[nH]c2ccccc2c1=O)NCCc1ccccc1 | -3.0 | -15.1% | 5.6 | 4.7% | -4.6% | -1.2%[11.5 µM] | 60.7%[activator]
CCc1nnc(NC(=O)c2ccc(C)o2)s1 | 44.0* | 82.4%[activator] | 36.2* | 53.2%[activator] | 5.0% | -2.2% | -12.9%
CC1CN(C(=O)COC(=O)c2ccc(NC(=O)CC#N)cc2)CC(C)O1 (centres undefined) | -18.8 | ? | 17.4 | -16.2% | -6.8% | 4.8% | 6.0%
CSc1ccc(NC(=O)/C=C/C(=O)O)cc1 | 18.3 | 18.7% | 6.1 | 10.9% | 3.2% | -2.1% | -23.9%
Cc1ccc(-c2cc(-c3ccccc3)cc(-c3ccccc3)[n+]2-c2ccc(C(=O)O)cc2)cc1 | / | ? | / | ? | 3.6% | / | 14.5%
O=C(NCCN1CCOCC1)c1cc(-c2ccc(F)cc2)on1 | 5.4 | 28.6% | 14.8 | 0.294µM* | 1.4% | 1.8% | 0.2%
